PMI inhibition – MPI inhibition at elevated mannose 6-phosphate – biochemical, fluorescence intensity, high mannose 6-phosphate, primary screen (AID 1220); hit rate 0.66% among 190,000; inhibition, % at 20 µM; hits with a dose series show IC50 in µM; recombinant PMI enzyme, coupled fluorescence intensity; higher % means a stronger effect
PMI inhibitors – MPI enzyme activity inhibition – biochemical, fluorescence intensity, coupled assay, primary screen (AID 1209); hit rate 0.42% among 190,000; inhibition, % at 20 µM, or IC50 in µM where a hit was titrated; purified PMI enzyme, coupled fluorescence intensity; higher % means a stronger effect;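 note: plate controls were DMSO vehicle for no effect and wells lacking substrate for full effect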
LYP phosphatase – PTPN22 lymphoid phosphatase activity blockers – biochemical, fluorescence intensity, uHTS (AID 1779); recombinant LYP phosphatase, fluorescence intensity; higher % means a stronger effect; inhibition, % at 11.5 µM, or IC50 in µM where a hit was titrated; hit rate 0.054% among 290,000;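 note: plate controls were vehicle with enzyme for no effect and no enzyme for full effect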
ER stress rescue – protection against thapsigargin-triggered cell killing – 384-well, CSM14.1, ATP luminescence, primary screen (AID 1222); CSM14.1 thapsigargin-induced death rescue, ATP luminescence; higher % means a stronger effect; cellular ATP content (survival), % at 20 µM; hits with a dose series show EC50 in µM; 190,000 tested, under 10 active;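 active = EC50 below 50 µM in the dose-response confirmation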;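 note: death triggered by thapsigargin at about 15 µM added after 2 h compound pretreatment; cell ATP read after overnight thapsigargin exposure of roughly 18 to 22 hours; normalized against plate controls of thapsigargin alone and 5% DMSO vehicle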
M1AAP inhibition – malaria alanyl aminopeptidase activity blockers – biochemical, fluorogenic H-Leu-NHMec substrate, 1536-well (AID 1445) | recombinant M1AAP, H-Leu-NHMec fluorogenic kinetic assay; higher % means a stronger effect | hit rate 0.42% among 220,000 | one-dose inhibition, % at 30 µM; IC50 in µM for titrated hits;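 active = primary inhibition above the hit cutoff, then over 50% inhibition at one or more dose response concentrations, cut at about 23% in these data, passing the limit was not always enough; inconclusive = conflicting primary data, or primary hits not chosen for dose response; inactive = low primary inhibition, or under 50% at every dose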;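 note: plate controls were DMSO full reaction for no effect and no enzyme background for full effect; strong numbers were not always called active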
TNAP activation fold – stimulation of alkaline phosphatase TNAP activity – biochemical, luminescent, no phosphate acceptor, uHTS, primary screen (AID 1001); purified TNAP, luminescent activation assay, no phosphate acceptor; higher activation fold means a stronger effect; hit rate 0.03% among 200,000; one-dose activation fold at 20 µM; EC50 in µM for titrated hits; in the data active = activation fold from about 3, or a potency from the dose series; inactive = the rest, 99 in 100 with activation fold below about 1.6; note: many of its hits are not listed in these tables
XIAP displacement – XIAP antagonists, biochemical, IAP family, fluorescence polarization (AID 1018); displacement, % at 20 µM, or IC50 in µM where a hit was titrated; XIAP BIR domain, fluorescence polarization peptide displacement; higher % means a stronger effect; hit rate 0.007% among 200,000; in the data active = displacement above about 50%; note: a part of the inactive calls stands beside numbers as strong as those of hits
Myeloid diff MLP – compounds promoting myeloid differentiation; ER-HoxA9 myeloid progenitors, lysozyme-GFP differentiation, flow cytometry; calls only at 10 µM; hit rate 1% among 360,000;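 active = normalized GFP-positive differentiation at or above the plate's own cutoff, the solvent-only control mean plus 3 SD; inconclusive = no clear call, values can overlap the other calls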;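 note: cells exposed to compound for four days before flow analysis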
P. falciparum M17LAP – P. falciparum M17LAP inhibitors, primary screen, biochemical, fluorogenic H-Leu-NHMec substrate, 1536-well (AID 1619) | recombinant M17LAP, H-Leu-NHMec fluorogenic kinetic assay; higher % means a stronger effect | inhibition, % at 30 µM; hits with a dose series show IC50 in µM | hit rate 0.38% among 220,000;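 active = compound inhibiting the enzyme by more than half at any dose during confirmatory dose-response retesting; inconclusive = strong single-dose inhibitors picked by rank but not retested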;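 note: plate controls were full reaction with DMSO carrier for no effect and no enzyme background for full effect; strong numbers were not always called active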
Myeloid diff MLP GFP+ MAC1+ % – further read-out of Myeloid diff MLP, marked with its call; GFP+ MAC1+ double positive, %; measured here: differentiation confirmed by MAC1 staining
* marks the source's active call; other numbers are inactive results; i = inactive; ? = inconclusive; / = no result given. Cut-off read from the data, not from the text of the source, unless noted: active = inhibition above about 50%; inactive = the rest. Random draw from the library. About 2.7% of those tested had a hit in this group.

Structure	PMI inhibition	PMI inhibitors	LYP phosphatase	ER stress rescue	M1AAP inhibition	TNAP activation fold	XIAP displacement	Myeloid diff MLP	Myeloid diff MLP GFP+ MAC1+ %	P. falciparum M17LAP
CN(C)c1ccc(/C=[N+](\[O-])C(C)(C)/C=N/O)cc1	6%	0%	-7%	2.9%	9%	1.1	-2.1%	i	7.1	30%
CCN(CC)c1nc2n(c(=S)n1)CCS2	3%	8%	-7%	-0.4%	2%	1.1	-0.2%	i	6.0	10%
CCC(NC(=O)NC1CCCCC1)c1ccccc1 (stereo not drawn)	16%	10%	-8%	2.0%	-2%	1.1	-4.2%	i	0.3	-3%
Cc1ccsc1CN(C)Cc1nc(C2CC2)no1	-7%	0%	-1%	-0.6%	-1%	1.1	-0.3%	i	0.4	-7%
Cc1ccc(S(=O)(=O)Nc2n[nH]nc2C(=O)NC2CCCCC2)cc1	-2%	-5%	-2%	/	1%	1.3	-5.5%	i	0.4	4%
COc1ccc(-c2nnc(SCC(=O)OC3CCCCC3)o2)cc1OC	0%	-4%	-7%	-1.3%	9%	1.1	-3.2%	i	2.3	16%
COc1cccc(-c2cc(C(F)(F)F)n3ncc(C(=O)NCC4CCCO4)c3n2)c1 (stereo not drawn)	13%	8%	-3%	-0.7%	4%	1	-5.1%	i	1.1	5%
Cc1ccc(CNc2ccc3c(c2)OCO3)c(C)c1	-45%	-20%	-7%	0.7%	3%	1.1	-6.9%	/	/	17%
COCc1cc(C)n(CC(=O)N/N=C/c2ccc(-c3ccc(Cl)c(C(=O)O)c3)o2)c(=O)c1C#N	7%	-10%	-6%	6.3%	25µM*	1	-9.7%	?	/	-60%
COc1cccc(/C=C2\N=C(c3c(-c4ccccc4)noc3C)OC2=O)c1	13%	11%	2%	1.7%	-1%	1.1	-1.8%	i	8.5	2%
O=C(C1=NN[C@@H]2C(=O)N(c3ccccc3C(F)(F)F)C(=O)[C@H]12)c1cnccn1	/	/	-3%	/	7%	/	/	i	0.7	14%
O=C1OCc2cc(NC(=O)C3CCCCC3)ccc21	2%	7%	-6%	4.2%	2%	1.1	-4.5%	i	0.8	15%
Cc1cccc(N2CCN(C(c3ccc(N(C)C)cc3)c3nnnn3C(C)(C)C)CC2)c1C (stereo not drawn)	13%	14%	-1%	-0.4%	-4%	1.1	-1.6%	i	0.4	3%
Cc1nc2ncnn2c(N2CCN(c3cccc(C(F)(F)F)c3)CC2)c1C	7%	21%	9%	-2.2%	-9%	1	-3.8%	i	12	3%
COc1ccc(/C=C/C(=O)NC2CCCCCC2)cc1S(=O)(=O)N1CCOCC1	-1%	1%	1%	-1.9%	7%	1.1	1.6%	i	0.7	0%
COC(=O)c1ccc(C(=O)NC(=S)Nc2nc3c(s2)CC(C)CC3)cc1 (stereo not drawn)	4%	9%	-9%	0.3%	7%	0.8	-12%	i	0.3	-1%
COc1ccc(OC)c(C2CC(=O)Nc3n[nH]c(-c4ccccc4)c32)c1 (stereo not drawn)	/	/	-4%	-2.5%	7%	0.7	-4.9%	i	0.6	-10%
CCOC(=O)C1=C(c2ccccc2)OC(N)=C(C#N)C1C(C)C (stereo not drawn)	18%	15%	-1%	0.3%	3%	1	-13%	i	0.7	-7%
CC(=O)NC(CCS(C)(=O)=O)C(=O)Nc1ccc(Cl)c(Cl)c1 (stereo not drawn)	7%	8%	-2%	0.5%	4%	1.1	-2.8%	i	2.1	3%
CC(C)CCn1c(COc2ccccc2)n[nH]c1=S	9%	10%	0%	-0.7%	3%	1.4	1.5%	i	0.5	-1%

2 consecutive records from above:
Structure	PMI inhibition	PMI inhibitors	LYP phosphatase	ER stress rescue	M1AAP inhibition	TNAP activation fold	XIAP displacement	Myeloid diff MLP	Myeloid diff MLP GFP+ MAC1+ %	P. falciparum M17LAP
CN(C)c1ccc(/C=[N+](\[O-])C(C)(C)/C=N/O)cc1	6%	0%	-7%	2.9%	9%	1.1	-2.1%	i	7.1	30%
CCN(CC)c1nc2n(c(=S)n1)CCS2	3%	8%	-7%	-0.4%	2%	1.1	-0.2%	i	6.0	10%

(further entries)
Structure	PMI inhibition	PMI inhibitors	LYP phosphatase	ER stress rescue	M1AAP inhibition	TNAP activation fold	XIAP displacement	Myeloid diff MLP	Myeloid diff MLP GFP+ MAC1+ %	P. falciparum M17LAP
COc1cc(C(=O)N/N=C(\c2ccccc2)c2ccccn2)cc(OC)c1OC	-15%	-9%	-2%	23%	0%	1.1	-4.2%	?	/	9%
COc1ccc(OCCCC(=O)Nc2cccc([N+](=O)[O-])c2C)cc1	6%	14%	-10%	-1.4%	9%	0.9	-15%	i	1.3	-2%
CC12CN3CCN(CC(C3)/C1=N\N=C1/C3CN4CCN(C3)CC1(C)C4)C2	7%	10%	-6%	-0.9%	3%	1	-9.1%	i	0.4	6%
Cc1ccc(/C=C2\SC(=S)N(CC(=O)Nc3cccnc3)C2=O)cc1	3%	0%	-6%	2.6%	6%	1.1	-4.9%	i	0.2	-3%
Cc1ccc(C)c(SCC(=O)OCC(=O)Nc2ccc(S(=O)(=O)N3CCOCC3)cc2)c1	3%	7%	12%	1.3%	-3%	1	-4.9%	i	3.2	-11%
COC(=O)c1ccc(-n2c(C)cc(/C=N/n3cnnc3)c2C)cc1	2%	-14%	8%	-1.1%	7%	1	-2.8%	i	1.0	21%
OC(COc1ccc2ccccc2c1Br)Cn1cnc(-c2ccccc2)c1 (stereo not drawn)	15%	19%	3%	-1.2%	-1%	1	-7.3%	i	0.9	0%
COc1ccc(/C=N/c2oc(-c3ccccc3)cc2C#N)cc1OC	-2%	13%	-4%	-3.6%	4%	0.9	-0.2%	i	0.7	-11%
CN(C)CCCCOc1ccc(F)cc1	-2%	-3%	-7%	-1.1%	1%	1.1	-2.1%	i	0.1	2%
O=C(c1ccco1)N1CCN(c2ncnc3scc(-c4ccc(F)cc4)c23)CC1	1%	6%	-4%	6.8%	7%	1.1	-4.3%	i	0.0	-3%
COc1ccc(C2CC(=O)c3c(ccc4ccccc34)N2)cc1OC (stereo not drawn)	7%	10%	0%	-1.0%	1%	1.1	-1.8%	i	0.4	9%
C[n+]1ccc(C(=O)NCCC[N+](C)(C)C)cc1/C=N/O	/	/	-4%	1.6%	10%	1.1	-7.3%	i	0.8	2%
CCOc1cc(/C=N/NC(=O)Cn2nc([N+](=O)[O-])cc2C)ccc1OCc1ccc(F)cc1	7%	16%	8%	0.0%	6%	1	-4.7%	i	0.0	-5%
CCOC(=O)NC(Nc1ncccn1)(C(F)(F)F)C(F)(F)F	11%	5%	-4%	0.1%	10%	1.1	0.3%	i	0.5	0%
CCCn1c(SCC(=O)NCCc2ccccc2)nnc1-c1ccco1	-7%	-7%	-3%	2.0%	2%	1.2	1.8%	i	0.5	16%
Cc1ccc2cc(C3C(C#N)=C(N)Oc4c3ccc3cccnc43)c(=O)[nH]c2c1 (stereo not drawn)	42%	18%	-4%	-1.5%	4%	1	-52%	?	/	2%
Cc1ccc2nc(NC3=NCN(CCc4ccccc4)CN3)nc(C)c2c1	-7%	-8%	-7%	0.5%	/	1.1	1.8%	/	/	/
CCCCn1c(N)c(N(CCOC)C(=O)COc2ccc(Cl)cc2)c(=O)[nH]c1=O	-11%	-6%	-8%	0.5%	5%	1.1	-2.7%	i	0.2	-3%
O=C(CNC(=O)c1ccccc1)NC1(C(=O)NC2CCCC2)CCCCC1	2%	11%	-2%	0.7%	5%	1.1	-2.8%	i	0.6	20%
CC(C)(C)OC(=O)N1CCC[C@H]1c1nnc(SCC(=O)Nc2cccc(Cl)c2)o1	/	/	-2%	/	?	/	/	i	0.5	1%
CCOC(=O)c1ccc(-c2ccc(/C=N/NC(=O)CN(c3cccc(C)c3)S(C)(=O)=O)o2)cc1	3%	14%	-14%	-2.2%	4%	1	-2.9%	i	0.2	-8%
COc1ccccc1C1CCN(Cc2cccc([N+](=O)[O-])c2)CC1	/	/	0%	/	11%	/	/	i	0.5	18%
COc1cc(C=O)ccc1OCCCCOc1ccccc1[N+](=O)[O-]	-4%	-4%	-5%	-1.1%	2%	1.1	-2.4%	i	0.7	1%
COC(=O)C1CCCCN1C(=O)CCc1nnc(CCc2c[nH]c3ccccc23)o1 (stereo not drawn)	12%	6%	-6%	0.3%	2%	1.1	-8.7%	i	1.0	4%
C=CCN(CC=C)S(=O)(=O)c1ccc(NC(=S)NC(=O)/C=C/c2ccc(C)cc2)cc1	15%	15%	2%	-0.5%	-3%	1	5.1%	i	1.6	9%
COc1ccc(Cn2cnc3sccc3c2=O)cc1	-3%	-2%	-5%	-1.1%	-2%	1.1	-3.0%	i	1.4	-14%
CCOC(=O)N1CCN(C(=O)CCSCCc2ccncc2)CC1	8%	10%	-6%	1.1%	-4%	1	-0.2%	i	0.4	10%
COc1cccc(C(=O)Nc2ccc3nc(N4CCN(c5ncccn5)CC4)cc(C)c3c2)c1OC	4%	6%	3%	-1.0%	1%	1.1	7.4%	/	/	-1%
NC(=NCCc1c[nH]c2ccccc12)NS(=O)(=O)c1ccc(F)cc1	1%	10%	-1%	-2.7%	1%	1.1	-7.2%	i	1.2	9%
Cc1ccc(C(=O)NCc2ccc3c(c2)CCO3)cc1C	/	/	-4%	/	6%	/	/	i	0.3	-6%
COc1ccc(N(CC(=O)Nc2c(C)n(C)n(-c3ccccc3)c2=O)S(=O)(=O)c2ccc(F)cc2)cc1	3%	2%	-1%	-0.1%	3%	1.2	-7.8%	i	1.2	-25%
CC(=O)c1ccc(N2CCC(c3cc(-c4ccc(Cl)cc4)n[nH]3)CC2)c([N+](=O)[O-])c1	14%	15%	8%	5.0%	4%	0.8	-7.3%	i	1.2	0%
O=C(O)CNS(=O)(=O)c1ccc(-c2ccccc2)cc1	-4%	-1%	-5%	-0.6%	3%	1	-11%	/	/	2%
CN(CC(=O)Nc1nc2ccc(F)cc2s1)S(=O)(=O)c1ccc(Cl)cc1	5%	8%	0%	-4.1%	-1%	1	-3.0%	i	1.5	4%
Nc1nc(SCC(=O)Nc2cc(C(F)(F)F)ccc2N2CCOCC2)n[nH]1	-5%	-7%	-3%	1.3%	9%	1.1	-6.2%	i	0.3	29%
